Source: PubChem BioAssay (several laboratories)
Rv3671c inh: Rv3671c (M. tuberculosis) protease inhibition; P9WHR9; hit rate 0.048% among 320,000; inhibition, % at 5.96 µM; in the data active means inhibition above about 38%;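 further: extracellular domain of Rv3671c used as enzyme; 0% = enzyme with DMSO and 100% = no enzyme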
Target sequence (P9WHR9 whole entry, looked up, the tested form may be a part): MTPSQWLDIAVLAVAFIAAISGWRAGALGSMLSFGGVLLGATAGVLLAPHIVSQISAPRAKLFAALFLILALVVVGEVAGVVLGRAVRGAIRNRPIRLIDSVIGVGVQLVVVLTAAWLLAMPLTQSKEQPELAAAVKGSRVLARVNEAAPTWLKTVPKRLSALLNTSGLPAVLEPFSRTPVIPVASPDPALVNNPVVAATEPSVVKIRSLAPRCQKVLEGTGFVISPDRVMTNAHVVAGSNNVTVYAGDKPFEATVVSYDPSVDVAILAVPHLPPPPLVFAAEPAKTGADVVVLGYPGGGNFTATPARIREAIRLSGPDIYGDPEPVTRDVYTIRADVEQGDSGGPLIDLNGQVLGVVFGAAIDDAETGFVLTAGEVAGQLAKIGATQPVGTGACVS
Yp Topo-I inh: Y. pestis Topo-I inhibition via cleavage products | activity, % at 10 µM | AID 504884 | Y. pestis Topo-I cleavage product accumulation, plate reader | hit rate 0.064% among 360,000; in the data active means activity above about 50%, passing the limit was not always enough; further: inactives centre near 2
BH1578 lux ind: inducers of Vibrio cholerae quorum light production without autoinducers; V. cholerae BH1578 lux reporter, luminescence, 6 h; activation, % at 18.7 µM; hit rate 0.16% among 350,000; AID 588436; in the data active means activation mostly above about 9.7%, no sharp cut-off; further: not every result past the cut was called active; inactives centre near 0; reference of the scale not given here
MazF activator: MazEF (E. coli) toxin RNase activation | P0AE70 | FAM/BHQ RNA-DNA oligo cleavage fluorescence, 5 h | activation, % at 20 µM | hit rate 0.32% among 350,000 | AID 504720; in the data active means activation above about 50%
Target sequence (P0AE70 whole entry, looked up): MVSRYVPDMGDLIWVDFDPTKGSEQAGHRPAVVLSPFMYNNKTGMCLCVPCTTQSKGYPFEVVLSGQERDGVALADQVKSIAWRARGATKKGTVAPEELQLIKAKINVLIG
TcdB GH inh: inhibitors of Clostridioides difficile toxin B glycohydrolase | inhibition, % at 9.99 µM | P18177 | AID 652162 | TcdB glycohydrolase enzymatic assay, plate reader | hit rate 0.24% among 350,000; in the data active means inhibition above about 10%
CCHF vOTU inh: blocks the CCHF virus ovarian tumor domain protease; CCHFV vOTU protease, Pep-AMC fluorescence; inhibition, % at 11.5 µM; hit rate 0.55% among 370,000; in the data active means inhibition above about 30%; further: 0% = vehicle wells with enzyme and 100% = no enzyme wells
VHR inh abs: inhibitors of human VHR1 phosphatase (DUSP3); hit rate 0.52% among 290,000; AID 1654; recombinant VHR phosphatase, pNPP absorbance; inhibition, % at 13.3 µM; in the data active means inhibition above about 50%; further: some compounds called inactive have numbers as strong as hits
Target sequence (P51452 whole entry, looked up): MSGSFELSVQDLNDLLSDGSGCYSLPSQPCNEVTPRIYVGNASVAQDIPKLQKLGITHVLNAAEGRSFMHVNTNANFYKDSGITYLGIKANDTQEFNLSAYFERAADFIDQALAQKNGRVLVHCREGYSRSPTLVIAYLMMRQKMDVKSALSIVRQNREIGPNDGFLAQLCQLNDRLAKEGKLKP
PrPC TRFRET: cell surface PrPC inhibition, primary TR-FRET screen; TR-FRET read-out; hit rate 0.43% among 370,000; inhibition, % at 13.8 µM; AID 720596; P04156; in the data active means inhibition above about 24%; further: 0% = median of the test wells and 100% = reference compound wells
SARS 3CLpro inh: SARS-CoV 3CLpro protease inhibition. P0C6X7. recombinant SARS-CoV 3CLpro, quenched FRET peptide cleavage. inhibition, % at 6 µM. hit rate 0.14% among 290,000. AID 1706; in the data active means inhibition above about 12%
SSB-PriA inh: blocks PriA binding to SSB C-terminal tail; AlphaScreen SSBct-PriA binding, biotinylated peptide; inhibition, % at 33 µM; hit rate 0.6% among 430,000; AID 1272365; in the data active means inhibition mostly above about 37%, no sharp cut-off; inactive means mostly below about 20%;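 further: plate controls were negative control peptide for no effect and reference peptide for full effect; strong numbers were not always called active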
An asterisk follows results filed as active; i = inactive; / = no result given; + = active, no number; & = joins results of further samples.

SMILES	Rv3671c inh	Yp Topo-I inh	BH1578 lux ind	MazF activator	TcdB GH inh	CCHF vOTU inh	VHR inh abs	PrPC TRFRET	SARS 3CLpro inh	SSB-PriA inh
COc1ccc(OC)c(C2CC(=O)N3CN(c4ccccc4F)CSC3=C2C#N)c1 (stereo not given)	-6	-4	-0.8	-10	2.1	9	6	-1	-1	0
CCOC(=O)OC(C)OC(=O)[C@@H]1N2C(=O)[C@@H](NC(=O)[C@H](N)c3ccccc3)[C@H]2SC1(C)C (stereo not given in full)	-1	-2	-0.5	7	-0.1	2	/	-4	/	-12
CN(C)c1ccc(C(=O)OCC#CCSc2nnc(-c3cccc4ccccc34)o2)cc1	-1	-9	i	-7	14*	2	/	1	/	-17
O=C(COc1ccc2ccc(=O)oc2c1)Nc1cc([N+](=O)[O-])ccc1F	-7	12	0.7	-14	0.8	0	/	-4	/	-4
COc1cc(C(=O)N2CCCC(c3cc(C(=O)NCc4ccccc4)no3)C2)cc(OC)c1C (stereo not given)	/	16	-2.5	/	0.3	12	/	-2	/	/
O=C(NCC1CCCO1)C(c1ccco1)N(Cc1ccc(F)cc1)C(=O)CN1C(=O)c2ccccc2S1(=O)=O (stereo not given)	-2	27	-0.4	-15	0.9	-5	58*	0	0	-7
CC(Oc1cc(F)ccc1[N+](=O)[O-])C(=O)N(C)CC(=O)Nc1ccccc1C(F)(F)F (stereo not given)	-2	12	i	-22	0.1	-1	6	-5	0	-11
Cc1cccc(OCC(=O)NS(=O)(=O)c2ccc(Br)cc2)c1	3	10	-1.2	-6	1.4	22	5	3	0	-8
COCCN1CCN(C(=O)c2ccc3nc(Cc4ccccc4F)oc3c2)CC1	-7	15	-1.6	-1	-0.3	12	-9	-10	-1	2
S=c1[nH]nc(-c2ccc3ccccc3n2)n1-c1ccc(Cl)cc1	0	-6	-0.6	-5	/	-7	14	-2	0	19
CC(=O)c1c(C)[nH]c(C(=O)CSc2nnc(CN3CCCCCC3=O)n2-c2ccccn2)c1C	4	3	0.1	-5	/	4	14	6	4	-13
COCCn1c(Sc2ccccc2)nc2c1c(=O)[nH]c(=O)n2C	0	-1	-11	5	/	-2	3	-3	3	-13
O=C(CSc1nc2ncccc2[nH]1)Nc1ccc2c(c1)OCO2	6	-7	0.4	3	-0.3	-10	12	3	3	-9
CCOC(=O)c1oc2ccccc2c1CN1CCN(C(=O)c2ccccc2)CC1	-2	30	-1.0	13	3.0	1	25	-2	-2	3
FC(F)(F)c1nc(N2CCCC2)ncc1-c1nnnn1-c1ccc(Cl)cc1	-9	-5	-0.4	-13	/	16	0	17	-1	-30
CC(C)COC(=O)N1CCCC1C(=O)O (stereo not given)	-6	-1	i	2	-0.8	-4	-14	-6	-3	-11
CCN(Cc1ccccc1)C(=O)COC(=O)c1cc(S(=O)(=O)Nc2ccccc2OC)ccc1O	2	5	i	-6	-0.8	10	/	2	/	-4
Cc1cc(S(=O)(=O)N2CCOCC2)ccc1F	-5	-2	-0.2	3	/	8	-16	2	1	-6&-18
Cc1ccccc1NC(=O)COC(=O)COc1ccc2ccc(=O)oc2c1	/	1	i	-5	1.4	-6	/	3	/	/
CN1C(=O)CC(=O)N(C)c2cc(S(=O)(=O)N(C)Cc3ccccc3)ccc21	0	4	-0.1	-2	2.8	5	2	-1	1	-6
CC(=O)/C(=N/Nc1ccc([N+](=O)[O-])cc1)N1CCCc2ccccc21	-2	-8	-0.8	9	0.7	-7	17	1	-2	/
O=C(O)C1CC=C(Cl)CC1C(=O)NCC1OCCc2ccccc21 (stereo not given)	-5	-1	i	6	/	6	6	8	0	0
O=C(O)Cc1sc(NCc2ccco2)nc1-c1ccccc1	0	-20	i	-2	0.8	-9	23	0	5	-4
CSc1ccc(NC(=O)CSc2nc3[nH]c(=O)cc(O)c3s2)cc1	-20	4	-0.7	-13	0.4	16	/	6	/	-1
Cc1cc(C)nc(SCC(=O)c2cc3ccccc3oc2=O)n1	-4	0	-0.5	9	/	5	20	-4	2	-9
The results go on:
SMILES	Rv3671c inh	Yp Topo-I inh	BH1578 lux ind	MazF activator	TcdB GH inh	CCHF vOTU inh	VHR inh abs	PrPC TRFRET	SARS 3CLpro inh	SSB-PriA inh
CC(C)(C)C(=O)COC(=O)c1cc(S(=O)(=O)N2CCCCC2)ccc1N1CCOCC1	11	15	-1.9	6	-0.1	-3	/	3	/	-1
CCCNC(=O)Cn1cnc2sc(C(=O)Nc3ccc4c(c3)OCO4)c(C)c2c1=O	5	-10	i	2	1.8	/	27	/	-1	-27
CC(C)[C@H]1C(=O)Nc2ccccc2N1C(=O)N[C@@H](Cc1ccccc1)C(=O)N[C@@H](Cc1ccccc1)C(=O)O	-9	-1	-0.6	-15	0.6	-1	-4	5	-1	5
O=S(=O)(c1ccccc1Cl)N1CCCC1c1nc(-c2ccccc2Cl)no1 (stereo not given)	-6	17	-0.1	2	/	1	25	-3	4	-43
CC(NC(=O)Cn1nc(C(=O)O)c2ccccc2c1=O)c1ccccc1 (stereo not given)	0	-3	i	5	/	17	-23	4	0	-15
CC1CC(CC(C)C(=O)NC(=S)Nc2ccc(S(N)(=O)=O)cc2)C(=O)O1 (stereo not given)	-5	6	-0.7	7	0.1	-5	8	-1	3	-2
COc1ccc2ncc(S(=O)(=O)c3ccccc3)c(N3CCC4(CC3)OCCO4)c2c1	2	3	0.0	2	/	11	16	1	2	7
Nc1c2c(nc3ccc(Br)cc13)N(c1ccccc1)CC2	-7	1	i	12	/	8	6	-5	7	-6
CNC(=S)N(C)CCc1cc2c(c(OC)c1C=C1C(=O)NC(=O)NC1=O)OCO2	6	-2	i	4	1.3	2	10	-14	1	2
c1ccc(CSc2nnc(-c3ccco3)n2Cc2ccco2)cc1	5	10	-0.4	6	/	-1	8	1	2	4
COCCSc1nnc(NC(=O)COC)s1	-6	1	-0.3	11	/	2	20	-1	-2	-2
Cc1c(Cl)c([N+](=O)[O-])nn1CC(=O)NCC1CCCO1 (stereo not given)	2	0	-0.3	0	-1.2	4	41	-1	-3	-2
Cc1nnnn1/C(=C\c1ccccc1)C(=O)OCC(=O)Nc1ccc(Cl)cc1F	2	18	-5.9	8	1.6	1	/	4	/	-18
Cc1ccc2[nH]c(=O)c(CN(CCO)C(=O)N(C)C)cc2c1	-13	2	i	-2	0.1	2	/	5	-3	-17
Clc1cccc2c1Sc1ccccc1CC2N1CCNCC1 (stereo not given)	-1	-26	i	33	/	2	0	-21	-5	0
CC(c1nccs1)N(C)c1nc2nonc2nc1N(C)C (stereo not given)	1	-2	i	1	-3.9	11	9	-8	3	-2
Cc1ccc(N2C(=O)[C@@H]3C(C(=O)C(c4ccccc4)c4ccccc4)=NN[C@@H]3C2=O)cc1	4	12	-0.4	-6	/	10	19	-8	5	10
CCN1C(=O)[C@H]2[C@@H](c3ccc(C(F)(F)F)cc3)N[C@]3(CCCN(Cc4ccc(Br)cc4)C3=O)[C@H]2C1=O	/	20	1.1	1	2.2	20	/	12	/	/
O=C(CN1CCN(Cc2ccc(Cl)cc2)CC1)N/N=C/c1c[nH]c2ccccc12	-4	-4	-0.1	0	/	-8	-2	-10	-5	/
C[C@H](O)[C@@H]1C(=O)N2CCc3ccc(-c4ccccc4)cc3[C@@H]2C[C@@H]1N(C)C(=S)Nc1ccc(F)cc1	/	3	-2.0	-2	2.2	5	/	-3	/	/
COc1cccc(C(=O)c2cc3cc(Cl)ccc3[nH]2)c1	-8	16	-0.3	4	0.8	-2	6	-3	3	-7
C=CCNC(=S)NNC(=O)Cn1c(-c2ccccc2)cc(=O)n2ncnc12	2	1	-0.4	1	-0.3	8	19	-9	-2	-1
O=C(Cc1n[nH]c(=O)c2ccccc12)N1CCN(S(=O)(=O)c2ccc(F)c(Cl)c2)CC1	1	17	i	4	0.1	8	/	12	/	6
CN(CCCCCC(=O)/C=N/O)Cc1ccccc1	5	2	-0.4	2	/	-1	-8	-7	-4	/
CCOC(=O)Nc1ccc2c(c1)N(C(=O)CN1CCN(C)CC1)c1ccccc1CC2	3	-6	-0.4	2	-0.7	-9	18	6	-7	-5
(next part)
SMILES	Rv3671c inh	Yp Topo-I inh	BH1578 lux ind	MazF activator	TcdB GH inh	CCHF vOTU inh	VHR inh abs	PrPC TRFRET	SARS 3CLpro inh	SSB-PriA inh
Cc1ccsc1CN(C)C(=O)CN1C(=O)NC(c2ccccc2)(c2ccccc2)C1=O	-14	9	-0.9	3	0.0	8	/	-5	/	-1
O=S(=O)(Nc1ccc(Br)cc1)c1cccc2nonc12	-7	5	-0.4	-6	0.1	11	15	-3	-1	3
CN(CCCC1CCCC1)C(=O)CC1C(=O)NCCN1Cc1cccc(F)c1F (stereo not given)	4	24	i	-3	0.8	5	14	6	8	9
COc1ccc(-c2c(C#N)c(N)nc(Sc3ccc(Cl)cc3)c2C#N)cc1	-1	0	-0.7	3	1.0	-4	25	-2	2	-4
COc1ccc(/C=C2\SC(c3ccc(C)cc3)=NC2=O)cc1OC	-11	-3	0.3	+	/	-1	-1	-2	-1	12
CN(C)S(=O)(=O)c1ccc(SCC(=O)N2CC(=O)Nc3ccccc32)nc1	-2	0	i	2	0.7	-6	/	-1	/	0

Some of these compounds in order of count of non-hydrogen atoms, high to low:
SMILES	Rv3671c inh	Yp Topo-I inh	BH1578 lux ind	MazF activator	TcdB GH inh	CCHF vOTU inh	VHR inh abs	PrPC TRFRET	SARS 3CLpro inh	SSB-PriA inh
C[C@H](O)[C@@H]1C(=O)N2CCc3ccc(-c4ccccc4)cc3[C@@H]2C[C@@H]1N(C)C(=S)Nc1ccc(F)cc1	/	3	-2.0	-2	2.2	5	/	-3	/	/
Cc1ccc(N2C(=O)[C@@H]3C(C(=O)C(c4ccccc4)c4ccccc4)=NN[C@@H]3C2=O)cc1	4	12	-0.4	-6	/	10	19	-8	5	10
CCOC(=O)Nc1ccc2c(c1)N(C(=O)CN1CCN(C)CC1)c1ccccc1CC2	3	-6	-0.4	2	-0.7	-9	18	6	-7	-5
O=C(CN1CCN(Cc2ccc(Cl)cc2)CC1)N/N=C/c1c[nH]c2ccccc12	-4	-4	-0.1	0	/	-8	-2	-10	-5	/
C=CCNC(=S)NNC(=O)Cn1c(-c2ccccc2)cc(=O)n2ncnc12	2	1	-0.4	1	-0.3	8	19	-9	-2	-1
COc1ccc(/C=C2\SC(c3ccc(C)cc3)=NC2=O)cc1OC	-11	-3	0.3	+	/	-1	-1	-2	-1	12
Clc1cccc2c1Sc1ccccc1CC2N1CCNCC1 (stereo not given)	-1	-26	i	33	/	2	0	-21	-5	0
CC(c1nccs1)N(C)c1nc2nonc2nc1N(C)C (stereo not given)	1	-2	i	1	-3.9	11	9	-8	3	-2
O=S(=O)(Nc1ccc(Br)cc1)c1cccc2nonc12	-7	5	-0.4	-6	0.1	11	15	-3	-1	3
CN(CCCCCC(=O)/C=N/O)Cc1ccccc1	5	2	-0.4	2	/	-1	-8	-7	-4	/

These rows are one share of the data (hit frequency here may not be typical).
